OXTR potentiate = human OXTR potentiation; CHO-OTR cells, Fluo-8 calcium fluorescence, potentiator mode; 0% = oxytocin EC15, 100% = EC100; activation, % at 3 µM; 320,000 tested, 0.061% active; AID 2445;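 active = activation above that plate's cutoff, the mean activation of tested compounds plus 3 SD, cut at about 6.6% in these data, passing the limit was not always enough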;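 also: 100% uses oxytocin at 75 nM as the full agonist control; some results filed as inactive read as strong as hits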
Target sequence (P30559 whole entry, looked up): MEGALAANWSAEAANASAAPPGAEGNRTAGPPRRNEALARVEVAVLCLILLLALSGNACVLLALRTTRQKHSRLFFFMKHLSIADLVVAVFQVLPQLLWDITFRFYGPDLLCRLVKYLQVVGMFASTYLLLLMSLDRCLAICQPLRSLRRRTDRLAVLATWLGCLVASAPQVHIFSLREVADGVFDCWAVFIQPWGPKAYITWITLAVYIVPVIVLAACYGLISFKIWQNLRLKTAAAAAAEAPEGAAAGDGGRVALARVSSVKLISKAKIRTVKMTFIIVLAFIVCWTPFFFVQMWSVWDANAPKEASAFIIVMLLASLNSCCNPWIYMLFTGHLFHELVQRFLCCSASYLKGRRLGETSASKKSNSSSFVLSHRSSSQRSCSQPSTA
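Assay system: CHO cell line stably expressing human OTR | Also added: Oxytocin at about EC15, sub-maximal agonist stimulus | Times: Compound 6 min at room temperature before oxytocin, 100 s read | Measured by: Fluo-8 intracellular calcium fluorescence, ex 470-495, em 515-575 nm | Controls: EC15 oxytocin alone as 0%, 75 nM oxytocin as 100%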
TAAR1 antag = antagonists of human TAAR1. Q96RJ0. inhibition, % at 3 µM. CHO RD-HGA16 TAAR1, Fluo-8 calcium fluorescence, antagonist. 360,000 tested, 1.5% active. AID 624466;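 active = inhibition above a per-plate cutoff, the mean inhibition of test compounds on that plate plus 3 SD, cut at about 49% in these data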;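 also: 0% = DMSO plus EC80 beta-PEA response and 100% = DMSO alone without agonist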
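System: CHO RD-HGA16 cells bearing hTAAR1. Reagent: EC80 β-phenethylamine stimulus. Schedule: seeding 17-24 h prior, 75-min 37 °C, 30-min RT dye loading. Signal: Fluo-8 intracellular calcium dye fluorescence, real-time kinetic reads. Read-out: % inhibition from peak post-agonist over basal fluorescence ratio. Benchmarks: vehicle wells and EC80 agonist wells. Replicates: n of 1.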
M1 ag = human M1 muscarinic receptor agonism; AID 588814; P11229; 360,000 tested, 0.33% active; CHO-K1 hM1, Fluo-8 calcium fluorescence, agonist mode; 0% DMSO, 100% acetylcholine EC100; activation, % at 3 µM;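 active = activation above the run's mean compound activation plus 3 SD, cut at about 16% in these data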;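 also: peak over basal fluorescence ratio within a 140 s kinetic read after compound addition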
M1 PAM parental = nonselective activator or artifact in parental CHO-K1 calcium assay; 360,000 tested, 0.02% active; activation, % at 3 µM; ATP EC20, Fluo-8 calcium fluorescence; 0% at ATP EC20, 100% at ATP max;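 active = activation above the run cutoff, the mean activation of all test compounds plus 3 SD, cut at about 40% in these data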;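 also: peak over basal fluorescence ratio in a 140 s read after ATP addition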
V1aR counter = activates human V1a receptor in oxytocin agonist counter-screen | P37288 | CHO-V1R cells, Fluo-8 calcium fluorescence, agonist mode; 0% DMSO, 100% 3 nM vasopressin | activation, % at 3 µM | 320,000 tested, 0.25% active;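 active = activation above the mean activation of all tested compounds plus 3 SD, per screening run, cut at about 20% in these data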;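 also: signal is peak over basal fluorescence ratio across a 100 second FLIPR read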
Target sequence (P37288 whole entry, looked up): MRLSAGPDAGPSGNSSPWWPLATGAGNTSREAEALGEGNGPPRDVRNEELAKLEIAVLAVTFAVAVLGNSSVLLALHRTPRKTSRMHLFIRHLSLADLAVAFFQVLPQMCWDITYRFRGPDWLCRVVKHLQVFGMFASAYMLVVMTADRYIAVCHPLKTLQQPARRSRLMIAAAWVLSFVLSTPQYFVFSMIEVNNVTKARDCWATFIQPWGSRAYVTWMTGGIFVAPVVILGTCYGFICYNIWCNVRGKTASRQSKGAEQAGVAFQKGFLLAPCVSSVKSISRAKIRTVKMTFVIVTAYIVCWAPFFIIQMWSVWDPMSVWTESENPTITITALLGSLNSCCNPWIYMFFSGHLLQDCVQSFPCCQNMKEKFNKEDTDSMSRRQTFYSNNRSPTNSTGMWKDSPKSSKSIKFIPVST
CHO parental Ca = counter-screen: ATP calcium response change in parental CHO cells; parental CHO-K1, ATP-induced calcium, Fluo-8 fluorescence; inhibition, % at 5.6 µM; 330,000 tested, 0.63% active; AID 463079;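 active = inhibition above that plate's mean sample inhibition plus 3 SD, cut at about 26% in these data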;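 also: 0% = ATP-challenged DMSO wells and 100% = DMSO wells without ATP; some compounds past the cut are filed as inactive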
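test system = CHO parental line | reagent = ATP stimulus | measured by = intracellular calcium via Fluo-8 no-wash fluorescent dye | control set = ATP and no-ATP DMSO wells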
M1 ag parental = M1 agonist counterscreen hit in parental CHO-K1 cells; Fluo-8 calcium fluorescence; scaled to maximal ATP response, vehicle zero; activation, % at 3 µM; 360,000 tested, 0.48% active; AID 602248; in the data active = activation above about 15%;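 also: untransfected CHO-K1 host cells lacking M1 receptor as counterscreen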
TAAR1 agonist = agonists of human TAAR1; activation, % at 3 µM; CHO RD-HGA16 TAAR1, Fluo-8 calcium fluorescence; vehicle wells 0%, saturating PEA agonist 100%; Q96RJ0; 360,000 tested, 0.99% active;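 active = activation above the mean activation of all test compounds in the run plus 3 SD, cut at about 38% in these data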
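System: CHO RD-HGA16 cells carrying human TAAR1 plus Gα16; Incubation: 17-24 h seeding, 75 min 37 °C dye, 30 min RT; Measured by: Fluo-8 fluorescence, 5 s baseline then 140 s kinetic read; Control set: DMSO and PEA EC100; Replication: single well for each compound.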
CHO-K1 Ca antag = nonselective inhibitor or artifact in parental CHO-K1 cells. ATP-induced calcium, Fluo-8 fluorescence. inhibition, % at 3 µM. 360,000 tested, 0.6% active. AID 602250;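 active = inhibition above a per-plate cutoff, the plate's mean sample inhibition plus 3 SD, cut at about 24% in these data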;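 also: 0% = DMSO plus EC80 ATP and 100% = DMSO alone without ATP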
* marks the source's active call; other numbers are inactive results; . = not tested or not shown.

SMILES	OXTR potentiate	TAAR1 antag	M1 ag	M1 PAM parental	V1aR counter	CHO parental Ca	M1 ag parental	TAAR1 agonist	CHO-K1 Ca antag
O=C(CSc1nnc(-c2cccnc2)n1Cc1ccco1)Nc1cccc(O)c1	-4	-13	-3	-5	-0.1	-4	-0.8	-2	14
CSc1ccccc1NC(=O)CN(C)C(=O)c1ccc(NC(=O)c2cccs2)cc1	-2	29	-1	3	-0.1	-21	5.5	10	-16
Cc1cc2ccccc2n2c(SCC(=O)NCc3cccs3)nnc12	-12	-20	-4	9	-0.7	-10	1.4	2	-10
Cc1ccc(NC(=S)NNC(=O)c2nn(C)c(C)c2Cl)cc1	-9	-2	-2	13	0.9	-1	-0.1	1	-8
CCCC12CN3CCN(CC(C3)/C1=N\NC(=O)c1ccc(C(C)(C)C)cc1)C2	0	9	-10	12	1.2	-9	0.0	0	2
C[N+](C)(C)CC/C=C1/c2ccccc2CSc2ccccc21	2	19	-5	13	0.6	-15	0.2	-1	-12
CCOC(=O)c1ccc(N2CN(CC)CNC2=S)cc1	-3	-10	-5	14	-0.1	-4	0.7	-1	-10
COc1cc(N)c(Cl)cc1C(=O)OC(C)C(=O)Nc1cccc(S(=O)(=O)N2CCOCC2)c1 (stereo unspecified)	-4	16	1	19	1.1	-14	2.1	5	-5
COC(=O)c1ccc(NC(=S)Nc2ccc(O)cc2)cc1	-6	16	-3	14	1.7	13	1.4	9	-5
CN(C)CCC#CC1(O)c2ccccc2-c2ccccc21	-5	12	-9	9	0.1	2	0.7	1	-1
C/C(Nc1ccccc1C(F)(F)F)=C1/CCOC1=O	-2	-11	-4	0	1.1	-19	0.2	1	-12
Cc1ccccc1-c1nnc(SCc2ccc(F)cc2)o1	2	-4	-6	17	0.2	-8	-0.2	16	-3
COc1cccc(-c2cc(C(=O)N3CCN(C(c4ccccc4)c4ccccc4)CC3)no2)c1	-6	13	-6	10	1.2	-20	0.4	6	-38
O=C(Nc1cc2c3c(c1)CC(=O)N3CCC2)C1CCCCC1	-2	13	-2	8	1.0	-17	0.4	0	0
CC(=O)c1ccccc1NC(=O)COC(=O)c1cc(C)oc1C	-3	54*	-4	-15	-0.2	-3	-0.2	34	3
Cc1cc2cc(CNC(=O)C3CCCC3)ccc2n1C	-7	-28	-10	9	4.1	-17	1.4	1	2
CN(C)c1nc(N(C)C)nc(N(C#N)CN2C(=O)c3ccccc3S2(=O)=O)n1	-8	-8	-1	16	-0.4	-11	0.0	-1	-14
COc1cccc(N2CCN(C(=O)Nc3ccccc3Cl)CC2)c1	-5	7	-6	9	1.5	-3	1.0	4	-5
Cc1[nH]c(C)c(S(=O)(=O)N2c3ccccc3CC2C)c1C(=O)N1CCCCC1 (stereo unspecified)	-3	-9	-4	2	0.7	-10	0.8	2	-14
FC(F)(F)c1cccc(NC(=S)NCc2ccc(Cl)cc2)c1	-16	6	2	9	13	10	17*	23	22
O=Cc1c(NCc2ccccc2F)c2ccccc2[nH]c1=O	1	10	-7	9	-1.1	-17	1.5	-1	2
COc1ccccc1COC(=O)C(NC(=O)c1ccc(C)cc1)C(C)C (stereo unspecified)	.	-1	-6	10	.	.	0.0	-1	-4
OC(COc1c(Br)cc(Br)cc1Br)CN1CCOCC1 (stereo unspecified)	.	-10	-4	9	.	.	1.5	14	-22
Cc1ccc(CNS(=O)(=O)c2ccc(CN3C(=O)c4cccnc4C3=O)cc2)o1	-9	-18	2	-4	-0.4	3	2.1	5	-6
O=C(O)CSc1nnc(-c2cccc(S(=O)(=O)N3CCCCC3)c2)o1	-8	0	-2	13	0.8	-5	0.7	1	-21
O=C(c1cccc(C(=O)N2CCN(c3ccc(F)cc3)CC2)c1)N1CCN(c2ccc(F)cc2)CC1	-12	.	-1	14	11	-9	9.6	.	-1
Cc1cccc(C(=O)OCC(=O)N2CC(C)CC(C)C2)c1C (stereo unspecified)	-2	37	-3	12	-0.1	-18	1.4	9	-11
Cc1ccc(-n2nc3c(=O)n(CCCC(=O)NCc4cccc(Cl)c4)nc(C)c3c2C)cc1	-4	11	-4	-4	4.9	-45	1.6	6	-17
CN1CCc2c(c3ccccc3n2C)C1	-9	14	-1	17	0.7	-1	0.3	55*	-7
CCCC(=O)Nc1ccc(Nc2ccccc2)cc1	-6	10	-7	21	0.3	-2	1.3	0	-3
Cc1cc(C)nc(NC(=O)c2cc(-c3ccc4c(c3)OCO4)nc3ccccc23)c1	-7	12	-3	-14	0.7	-8	-0.5	-2	-1
CC(=O)c1cccc(NC(=O)C2CCN(S(=O)(=O)c3c(C)n[nH]c3C)CC2)c1	-4	2	-2	16	0.4	-2	0.4	0	-8
COc1ccc(NC(=O)Nc2nnc(Cc3ccc(F)cc3)s2)cc1	.	-15	1	-18	.	.	3.0	9	-11
O=C(COC(=O)c1cc([N+](=O)[O-])ccc1N1CCOCC1)c1ccc(OC(F)F)cc1OC(F)F	-10	38	-2	-2	-0.9	2	0.4	5	9
CCOC(=O)[C@@H]1[C@H]2COc3cc(OC)ccc3[C@H]2N2C(=O)N(c3ccc(F)cc3)C(=O)[C@@]12C	-1	-3	-1	11	-0.9	-22	0.1	9	-23
COc1cccc(/C=c2\s/c(=C\C(=O)C(C)(C)C)[nH]c2=O)c1	-17	32	-5	12	-0.6	4	1.0	1	-18
CCOC(=O)c1c(CC(C)C)csc1NC=O	-4	-22	-4	7	-1.2	-3	-0.4	13	-3
COC(=O)c1ccc(NC(=O)Nc2ccc(C)cc2)cc1	-31	3	2	11	6.8	-3	6.5	28	5
CCCC(=O)N1CCC1(C)C(=O)NS(=O)(=O)c1ccc(F)cc1F (stereo unspecified)	.	-8	-1	9	.	.	0.0	3	-2
CCOc1ccc2nc(SCC(=O)Nc3ccc(S(=O)(=O)N4CCCC4)cc3)c(C)cc2c1	-10	4	-3	20	1.3	-30	0.2	7	-5
O=C1N/C(=C/c2cccs2)C(=O)N1Cc1ccc(Br)cc1	-2	-3	-3	1	0.5	3	1.6	0	-13
CCOC(=O)CSc1nc(C)c2cc(C)c(C)cc2n1	-3	-17	-5	-19	-0.3	-11	0.3	7	0
O=C(c1cccc(S(=O)(=O)N2CCN(c3ccc(F)cc3)CC2)c1)N1CCN(c2ccccc2O)CC1	.	20	-1	4	.	.	0.8	5	-14
CCCC(=O)Nc1ccc(-c2ccc(NC(=O)CCC)cc2)cc1	-6	-2	-4	19	-0.1	8	0.5	1	-10
CCCCCCCC(=O)NN1CCOCC1	-4	-6	-3	17	0.1	-12	-0.2	6	-12
CC1CC1C(=O)Nc1nc(-c2ccc(Cl)s2)cs1 (stereo unspecified)	-11	7	-2	-12	-0.4	1	-0.3	15	4
C#CCOc1ccccc1/C=C1/C(=O)ON=C1C	-11	5	-2	3	2.0	2	8.7	-1	1
CCOc1ccc(Cl)cc1/C=N/NC(=O)CNC(=O)c1ccccc1	-11	1	-4	-8	0.5	-15	0.9	-1	8
COc1cc(CCNC(=O)c2ccccc2NC(=O)C2=C(C)OCCS2)cc(OC)c1OC	-6	39	5	-6	3.1	-12	5.1	8	-8
Cc1nc(NC(=O)c2ccc3c(c2)OCCO3)ccc1Br	-12	0	-1	14	-0.3	-13	2.3	1	-4
COc1ccc(Cl)cc1C(=O)NNC(=O)CCNS(=O)(=O)c1ccccc1	3	4	-1	3	0.3	-5	-0.2	1	-2
O=C(Cc1ccccc1)NCC(=O)N1CCC2(CC1)NCCc1[nH]cnc12	-1	-18	-3	7	1.0	-8	0.7	1	-12
CC(=O)c1ccc(NC(=O)CN2CCC(NC(=O)C3CCCCC3)CC2)cc1	0	-5	-4	21	0.4	-4	0.5	1	-8
Cc1ccc(S(=O)(=O)N2CCN(C(C(=O)Nc3ccc(F)cc3)c3ccccc3)CC2)cc1 (stereo unspecified)	-9	-34	-7	11	0.1	-4	0.6	1	-10
COc1ccc(S(=O)(=O)N2CCC(C(=O)NCC3CCCO3)CC2)cc1 (stereo unspecified)	0	-3	-6	21	0.4	-11	-0.1	9	-11
C[C@@H]1NC(=O)[C@H](CCCN=C(N)N)NC(=O)c2cc([N+](=O)[O-])cc(I)c2NCCC[C@@H](C(N)=O)NC1=O	-8	-6	0	6	0.0	4	-0.1	7	-3
CN(C(=O)c1ccc2c(Cl)c3c(nc2c1)CCC3)c1ccccc1	-8	-20	-4	19	0.0	-15	1.3	6	-4
CSCCC(NS(=O)(=O)c1ccc(C)cc1)C(=O)N(C)CC(=O)Nc1ccccc1Br (stereo unspecified)	.	23	-5	-7	.	.	4.5	4	-19
O=C(O)c1cc(=S)nc[nH]1	.	-8	5	-2	.	.	-0.7	2	-18
COC(=O)c1ccc(S(=O)(=O)N2CCC(c3nc4ccccc4o3)CC2)cc1	-3	9	1	4	1.0	-7	3.6	9	-18

Another view of part of the listing above.
CN(C(=O)c1ccc2c(Cl)c3c(nc2c1)CCC3)c1ccccc1
  OXTR potentiate = -8
  TAAR1 antag = -20
  M1 ag = -4
  M1 PAM parental = 19
  V1aR counter = 0.0
  CHO parental Ca = -15
  M1 ag parental = 1.3
  TAAR1 agonist = 6
  CHO-K1 Ca antag = -4
CSCCC(NS(=O)(=O)c1ccc(C)cc1)C(=O)N(C)CC(=O)Nc1ccccc1Br (stereo unspecified)
  OXTR potentiate = .
  TAAR1 antag = 23
  M1 ag = -5
  M1 PAM parental = -7
  V1aR counter = .
  CHO parental Ca = .
  M1 ag parental = 4.5
  TAAR1 agonist = 4
  CHO-K1 Ca antag = -19

More entries follow:
SMILES	OXTR potentiate	TAAR1 antag	M1 ag	M1 PAM parental	V1aR counter	CHO parental Ca	M1 ag parental	TAAR1 agonist	CHO-K1 Ca antag
CCCCOC(=O)C1=C(C)NC(=O)NC1c1ccc(N(C)C)cc1 (stereo unspecified)	-1	-10	-7	22	0.7	-4	0.1	-1	-16
CCN(CC)c1ccc(NC(=O)COC(=O)c2ccc3ccccc3n2)cc1	-9	3	-4	-1	-1.0	-9	0.8	9	-2
COC(=O)c1ccc(S(=O)(=O)c2ccc([N+](=O)[O-])cc2)cc1	-3	0	-3	-1	0.6	-7	1.3	3	-5
O=C(Nc1ccccc1)Nc1ccno1	2	5	1	1	2.6	-23	0.9	48*	-2
Cc1ccc(C2C(C#N)=C(N)Oc3cc(N)ccc32)cc1 (stereo unspecified)	-1	-15	0	20	2.6	-6	1.7	5	-14
CN(C)/C=C/C(=O)c1ccc(Cl)s1	1	-5	-4	18	0.9	-11	3.3	7	-13
